Screening results: PubChem BioAssay, several laboratories
procasp7 counter – procaspase-7 activators, primary screen, counter-screen for procaspase-3 activator project, biochemical, absorbance, HTS, human | recombinant procaspase-7, Ac-DEVD-pNA absorbance 405 nm; D23A/D198A/D206A triple mutant, cannot self-cleave; scale: DMSO 0, 5 µM enzyme 100 | activation, % at 8.5 µM | hit rate 0.093% among 330,000;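 active means percent activation above the screen-wide mean plus 3 SD, cut at about 25% in these data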
Target sequence (P55210 whole entry D23A/D198A/D206A): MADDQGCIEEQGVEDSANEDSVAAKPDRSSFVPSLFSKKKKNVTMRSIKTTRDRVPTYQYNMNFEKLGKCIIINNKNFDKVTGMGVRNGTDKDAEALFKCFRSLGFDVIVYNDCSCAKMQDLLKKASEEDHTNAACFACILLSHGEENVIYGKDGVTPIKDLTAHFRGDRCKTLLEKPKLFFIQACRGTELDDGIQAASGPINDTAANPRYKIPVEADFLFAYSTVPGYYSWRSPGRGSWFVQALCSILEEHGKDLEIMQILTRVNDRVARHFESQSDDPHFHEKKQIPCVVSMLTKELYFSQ
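signal = Epi-absorbance of released pNA at 405 nm, two timepoints | assay system = Uncleavable procaspase-7 mutant enzyme | reagent = Ac-DEVD-pNA substrate, 400 µM as added | times = 1 h enzyme–compound preincubation and 2 h substrate reaction, both 25 °C | benchmarks = low DMSO alone, high DMSO plus 5 µM PC-7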
CTSL1 counter – Fasciola hepatica cathepsin L1 inhibitors, primary screen, counter-screen for PFM18AAP inhibitor project, biochemical, QFRET, fluorogenic peptide substrate. recombinant F. hepatica cathepsin L1, Z-Leu-Arg-MCA fluorescence. inhibition, % at 5.96 µM. hit rate 0.49% among 300,000. AID 1906, 2009;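 active means inhibition above the mean of all tested compounds plus 3 SD, set per screening campaign, cut at about 17% in these data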;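 further: 0% = plate median of test compound wells and 100% = 1 µM Z-Phe-Ala-diazomethylketone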
GASC-1 inh – inhibitors of GASC-1 histone demethylase, primary screen, biochemical, fluorescence, DELFIA europium | Lysine-specific demethylase 4C (Homo sapiens), Q9H3R0 | GST-JMJD2C(1-420) H3K9me3 demethylation | hit rate 0.069% among 330,000 | inhibition, % at 2.35 µM;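 active means more than half of a compound's replicate wells show inhibition beyond 50%, single wells judged on their own value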;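 further: signal counts dimethyl H3K9 product captured on neutravidin plate; 0% = median of DMSO wells and 100% = 0.3 times that DMSO median; strong numbers were not always called active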
VLA-4 inh – inhibition in human VLA-4 binding assay, primary screen, VLA-4 allosteric modulator project, MLPCN library, flow cytometry, VLA-4 expressing cells | ligand binding flow cytometry | Integrin alpha-4 (Homo sapiens), P13612 | hit rate 0.2% among 330,000 | inhibition, % (about 7 µM as worked out from the volumes in the protocol) | AID 2557, 2010; in the data active means inhibition above about 50%
GRK2 aptamer HTS – compounds blocking aptamer binding on GRK2 – biochemical, human GRK2, bead flow cytometry, HTS, primary screen | Beta-adrenergic receptor kinase 1 (Homo sapiens), P25098 | FAM-aptamer displacement from GRK2 | AID 488847, 2010 | inhibition of aptamer binding, % at 10 µM | hit rate 0.59% among 330,000;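 active means inhibition of aptamer binding above 40%, roughly 3 SD of noise, on plates passing a quality check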;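 further: median bead fluorescence of bound FAM aptamer so fluorescent compounds give negative values; no value below 0 was filed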
PP5 primary – PP5 phosphatase inhibitors, primary screen, biochemical, fluorescence. Serine/threonine-protein phosphatase 5 (Homo sapiens), P53041. purified PP5c, OMFP substrate fluorescence. inhibition, % at 6.7 µM. hit rate 0.18% among 320,000. AID 1987, 2009;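 active means inhibition above the campaign's mean inhibition across all tested compounds plus 3 SD, cut at about 9.5% in these data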;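 further: 0% = DMSO only and 100% = 100 µM cantharidin control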
proCasp3 act – activators of human procaspase-3 D3A mutant, primary screen, biochemical, absorbance, PC-3 D3A mutant, single concentration; activation, % at 8.5 µM; hit rate 0.11% among 330,000; recombinant procaspase-3 D3A, Ac-DEVD-pNA absorbance 405 nm; Caspase-3 (Homo sapiens), P42574;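 active means activation above the mean of all tested compounds plus 3 SD, cut at about 21% in these data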;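 further: 0% = DMSO alone and 100% = DMSO wells spiked with extra 5 µM PC-3 D3A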
Target sequence (P42574 whole entry D9A/D28A/D175A): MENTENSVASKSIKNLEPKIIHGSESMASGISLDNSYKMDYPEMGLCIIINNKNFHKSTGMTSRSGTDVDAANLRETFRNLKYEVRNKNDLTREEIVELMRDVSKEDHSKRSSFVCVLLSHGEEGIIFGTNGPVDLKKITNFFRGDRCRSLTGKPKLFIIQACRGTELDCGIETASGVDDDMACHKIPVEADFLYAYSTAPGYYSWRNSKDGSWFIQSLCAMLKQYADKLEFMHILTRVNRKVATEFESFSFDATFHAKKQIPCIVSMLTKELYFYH
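Assay system: Procaspase-3 D3A mutant, all three cleavage aspartates alanine. Buffer or medium: Zinc-free HEPES saline buffer with Triton X-100. Times: 1 h compound preincubation, 2 h substrate hydrolysis at 25 °C. Measured by: 405 nm absorbance of p-nitroaniline, reads at 0 and 120 min. Read-out basis: percent activation relative to control range. Replicates: singlicate.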
core dimer inh – inhibitors of HCV core protein dimerization, primary screen, biochemical, TR-FRET, high-throughput | inhibition, % at 5 µM | hit rate 0.33% among 300,000 | AID 1899, 2009 | TR-FRET GST/Flag-core106 dimerization, 1536-well;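 active means inhibition above the mean of all tested compounds plus 3 SD, set per screening campaign, cut at about 45% in these data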
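System: GST-tagged and Flag-tagged HCV core protein residues 1-106 / Input: core106 proteins, GST 13.5 nM and Flag 17 nM / Buffer or medium: KF-containing HEPES buffer, pH 7.45, DTT, CHAPS, BSA / Probe or stimulus: Eu-anti-GST and XL665-anti-Flag labelled anti-tag antibodies / Schedule: 4 h, 22.5 °C incubation / Technique: TR-FRET 671 and 617 nm emission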
PP1 inh – PP1-alpha phosphatase inhibitors, primary screen, counter-screen for PP5 inhibitor project, biochemical, fluorescence, OMFP substrate, single point | Serine/threonine-protein phosphatase PP1-alpha catalytic subunit (Homo sapiens), P62136 | purified PP1alpha | inhibition, % at 6.7 µM | hit rate 0.9% among 320,000 | AID 2235, 2010;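 active means inhibition above the mean inhibition of all tested compounds plus 3 SD, computed separately for each screening campaign, cut at about 15% in these data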
Target sequence (P62136 whole entry, looked up): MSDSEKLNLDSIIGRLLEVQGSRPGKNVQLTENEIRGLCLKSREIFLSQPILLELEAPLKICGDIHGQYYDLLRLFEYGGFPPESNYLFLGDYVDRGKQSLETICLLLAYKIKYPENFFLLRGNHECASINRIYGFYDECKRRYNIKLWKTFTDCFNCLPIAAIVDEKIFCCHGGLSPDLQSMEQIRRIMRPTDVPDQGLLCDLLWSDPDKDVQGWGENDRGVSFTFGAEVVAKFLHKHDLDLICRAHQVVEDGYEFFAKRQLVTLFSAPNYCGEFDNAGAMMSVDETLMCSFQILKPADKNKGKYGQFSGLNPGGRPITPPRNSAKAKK
The depositor's hits bear a star; · = no result given. Rows were taken by chance. About 2.6% of those tested had a hit in this group.

SMILES | procasp7 counter | CTSL1 counter | GASC-1 inh | VLA-4 inh | GRK2 aptamer HTS | PP5 primary | proCasp3 act | core dimer inh | PP1 inh
CC(C)(C)c1ccc(NC(=O)CSc2n[nH]c(=O)n2C2CC2)cc1 | -6 | · | 2 | 3 | 1 | · | 7 | · | ·
O=C1NC[C@@H](Cc2cccc3ccccc23)N(CCCCC2CCCCC2)C1=O | 6 | 3 | 0 | 5 | 1 | 4.7 | 13 | 0 | 21*
CCN(CC)S(=O)(=O)c1ccc(N2CCCC2)c(NC(=O)c2ccncc2)c1 | -2 | 4 | -9 | -3 | 3 | -2.2 | -2 | -4 | -3
CCc1ccc(-c2cc3c(=O)n(CC(=O)NCCCN4CCN(Cc5ccccc5)CC4)nc(C)n3n2)cc1 | 1 | 6 | 2 | 14 | 0 | 1.9 | 8 | 4 | -1
CN(C)CC(C)(C)CN=Cc1c(O)[nH]c2ccccc12 | -6 | -1 | 30 | 17 | 1 | 2.6 | 2 | -8 | 0
CC(=O)OCC1=C(C(=O)O)N2C(=O)C(NC(=O)C(C)Cn3nc(C)c(Cl)c3C)C2SC1 (stereo not drawn) | -26 | 2 | 4 | 8 | 25 | 1.9 | -18 | 4 | -7
Cc1ccc(N/N=C2\CC(=O)c3ccccc32)cc1Cl | -2 | -7 | 3 | 37 | 1 | 3.9 | -10 | -5 | 0
COc1ccc(C2c3ccc(O)cc3Oc3ncn(Cc4ccco4)c(=N)c32)cc1OC (stereo not drawn) | -1 | -2 | 2 | 13 | 0 | 0.4 | -3 | 4 | -2
COC(=O)CSc1nc2sccc2c(=O)n1-c1ccccc1 | -9 | -1 | 3 | 17 | 0 | 2.5 | 6 | 33 | -1
COc1ccc(N(C)C(=O)Nc2ccc3c(c2)nnn3C)cc1 | -4 | -2 | -3 | 17 | 5 | 0.9 | -7 | 0 | -1
CC(=O)c1ccc(NC(=O)COC(=O)CCC2CCCC2)cc1 | -11 | · | -1 | -5 | 0 | · | -2 | · | ·
O=C(Cn1cc(/C=C\[N+](=O)[O-])c2ccccc21)Nc1ccccc1 | -19 | -10 | -8 | 14 | 1 | -0.5 | -11 | -4 | 4
C/C(=N\Nc1ccc(Cl)c(C(=O)O)c1)c1cccc2ccccc12 | 3 | 6 | -2 | 2 | 20 | -0.5 | -10 | 3 | -3
COc1ccccc1C(=O)C1CCCN(C(=O)c2cn3cc(Cl)ccc3n2)C1 (stereo not drawn) | 10 | 7 | · | 12 | 3 | 1.3 | 3 | 0 | -2
CCOC(=O)c1cc(-c2ccc(/C=C3/C(=O)NC(=O)C(C#N)=C3C)o2)ccc1Cl | 0 | -1 | 9 | -61 | 0 | 5.9 | -2 | 26 | 14
CCC(C(=O)NC(C)CCc1ccccc1)n1nc(C)n2c(cc3occc32)c1=O (stereo not drawn) | 8 | 2 | 1 | -2 | 0 | -1.1 | 0 | 1 | -3
CN(Cc1cn(-c2ccccc2)nc1-c1ccc2c(c1)OCO2)Cc1nccn1C | -8 | 1 | -14 | -1 | 0 | 0.1 | 5 | -2 | -3
CSc1nc2ccc(NS(=O)(=O)c3cccc(Cl)c3Cl)cc2s1 | 7 | 1 | -1 | -2 | 0 | 2.4 | 14 | 10 | -3
COC(=O)Cc1cn(-c2ncc(C(F)(F)F)cc2Cl)c2ccccc12 | -4 | -1 | 9 | 13 | 2 | 1.3 | 1 | -1 | -2
COCCn1c(C)cc(C(=O)CSc2nnc3ccccn23)c1C | -1 | 0 | -28 | 33 | 4 | 0.8 | -1 | -1 | -1
O=C(NCc1ccco1)c1ccc(Cl)s1 | 10 | -4 | 29 | 0 | 0 | 1.4 | 9 | 2 | 2
Cc1ccc(OCC(=O)N/N=C\c2ccc(-c3cccc(C(=O)O)c3)o2)c(C)c1 | 5 | 0 | -21 | 18 | 7 | 1.6 | 2 | 0 | 3
CC(=O)N1CCc2[nH]c3ccc(C)cc3c2C1 | -4 | 51* | 2 | 3 | 2 | 5.8 | -2 | -2 | 0
Cc1cc(C)n2nc(S(=O)(=O)N(C)c3ccccc3)nc2n1 | 12 | 2 | -9 | 1 | 0 | -1.4 | 9 | -4 | 1
COC(=O)C1=NNC2(c3ccc(C)cc3)C(=O)N(c3ccc(C)cc3)C(=O)C12 (stereo not drawn) | 3 | 2 | -3 | 0 | 2 | 0.2 | 9 | 0 | 5
O=C(Nc1ccccc1C(=O)N1CCCCC1)c1ccccc1C(F)(F)F | 3 | 2 | -6 | -8 | 6 | 0.9 | 2 | -6 | 1
Cc1cc(C(=O)Cn2nc(C(=O)O)c3ccccc3c2=O)c(C)n1-c1ccc(F)cc1 | 7 | -6 | -6 | · | 3 | -0.9 | 9 | 28 | 13
CCCOc1ccc(-c2c(C(=O)N/N=C(\C)c3ccncc3)nnn2-c2nonc2N)cc1 | 1 | 4 | 1 | 10 | 1 | 3.7 | 1 | 4 | 4
Cc1ccccc1-n1nnnc1SCC(=O)Nc1ccc(N2CCN(C)CC2)cc1 | 5 | 4 | 20 | -11 | 0 | -1.7 | 5 | -6 | -7
O=C(Nc1nc(-c2ccccc2)cs1)C1CCCCN1S(=O)(=O)c1ccc(Cl)cc1 (stereo not drawn) | -7 | 0 | -3 | -3 | 2 | 3.0 | 7 | 9 | -1
CCCc1cc(-c2nc(-c3ccc(Br)cc3)cs2)ccn1 | 10 | 1 | 3 | 16 | 1 | 0.4 | 1 | 3 | -5
Cc1ccc(C)c(NC(=O)COC(=O)Cc2ccsc2)c1 | 0 | -11 | -1 | 9 | 0 | 0.6 | 2 | -3 | 8
NC(=O)C1CCN(C(=O)c2ccco2)CC1 | 8 | -5 | 14 | 15 | 0 | 0.9 | 3 | -7 | -9
O=C(CSc1nnnn1-c1ccc2c(c1)OCO2)NCc1ccccc1 | 6 | 3 | -4 | 1 | 4 | 1.8 | 9 | -2 | -1
COc1ccc(CN2CCN(Cc3ccc4ccccc4c3)CC2)cc1OC | 5 | -2 | -3 | 3 | 0 | -1.1 | -3 | 7 | 7
Cc1cc(Cl)ccc1OCC(=O)Nc1cccnc1 | 3 | 1 | -9 | 11 | 1 | 0.3 | 9 | -4 | -1
CNC(=O)CN(C1CCCCC1)S(=O)(=O)c1ccc(OC)c(Cl)c1 | 10 | 3 | 12 | -6 | 1 | 2.1 | -11 | -5 | -2
C[C@H](NS(=O)(=O)c1ccccc1F)C(=O)OCC(=O)N1CCc2ccccc21 | 6 | -6 | 3 | -2 | 6 | 1.4 | 3 | -3 | 1
O=C(NCCN1C(=O)S/C(=C/c2ccccc2)C1=O)C1CCCN1C(=O)c1cccs1 (stereo not drawn) | -9 | -1 | 0 | 12 | 1 | -0.1 | -9 | 0 | -2
CCN(CC)CCCNC(=O)Cn1nc(-c2ccccc2)ccc1=O | -4 | 11 | 6 | 2 | 0 | 2.0 | 5 | -1 | -13
N#Cc1cc(N)ccc1Sc1ccc(Cl)cc1 | -3 | 4 | 2 | -4 | 0 | 4.4 | 4 | -13 | 2
Cc1c(Cl)cccc1-n1c(SCC(=O)NCc2ccccc2Cl)nnc1-c1ccncc1 | -4 | -4 | -20 | -3 | 0 | 1.2 | 3 | 7 | 3
CC(=O)C1=C(C)NC(SCC(N)=O)=C(C#N)C1C (stereo not drawn) | -11 | -3 | -2 | -3 | 0 | 2.5 | -4 | -5 | 2
CCc1cc(=O)oc2cc(C)cc(OCC(=O)NCc3ccccn3)c12 | 3 | 0 | -13 | 17 | 0 | -1.3 | -6 | -1 | -5
CCS(=O)(=O)N1CCC(NC(=O)C(Cc2ccc(OC)c(OC)c2)NC(C)=O)CC1 (stereo not drawn) | 2 | -2 | -2 | 2 | 0 | 3.3 | 0 | -3 | -2
O=c1[nH]c(CSc2ccccn2)nc2c1oc1ccccc12 | 3 | -1 | 40 | 3 | 8 | -1.1 | 5 | 4 | -1

Compounds from the list above with an aryl methoxy group, in the order listed:
SMILES | procasp7 counter | CTSL1 counter | GASC-1 inh | VLA-4 inh | GRK2 aptamer HTS | PP5 primary | proCasp3 act | core dimer inh | PP1 inh
COc1ccc(C2c3ccc(O)cc3Oc3ncn(Cc4ccco4)c(=N)c32)cc1OC (stereo not drawn) | -1 | -2 | 2 | 13 | 0 | 0.4 | -3 | 4 | -2
COc1ccc(N(C)C(=O)Nc2ccc3c(c2)nnn3C)cc1 | -4 | -2 | -3 | 17 | 5 | 0.9 | -7 | 0 | -1
COc1ccccc1C(=O)C1CCCN(C(=O)c2cn3cc(Cl)ccc3n2)C1 (stereo not drawn) | 10 | 7 | · | 12 | 3 | 1.3 | 3 | 0 | -2
COc1ccc(CN2CCN(Cc3ccc4ccccc4c3)CC2)cc1OC | 5 | -2 | -3 | 3 | 0 | -1.1 | -3 | 7 | 7
CNC(=O)CN(C1CCCCC1)S(=O)(=O)c1ccc(OC)c(Cl)c1 | 10 | 3 | 12 | -6 | 1 | 2.1 | -11 | -5 | -2
CCS(=O)(=O)N1CCC(NC(=O)C(Cc2ccc(OC)c(OC)c2)NC(C)=O)CC1 (stereo not drawn) | 2 | -2 | -2 | 2 | 0 | 3.3 | 0 | -3 | -2

Structures from the list above containing a CF3 group, in the order listed:
SMILES | procasp7 counter | CTSL1 counter | GASC-1 inh | VLA-4 inh | GRK2 aptamer HTS | PP5 primary | proCasp3 act | core dimer inh | PP1 inh
COC(=O)Cc1cn(-c2ncc(C(F)(F)F)cc2Cl)c2ccccc12 | -4 | -1 | 9 | 13 | 2 | 1.3 | 1 | -1 | -2
O=C(Nc1ccccc1C(=O)N1CCCCC1)c1ccccc1C(F)(F)F | 3 | 2 | -6 | -8 | 6 | 0.9 | 2 | -6 | 1
